# MITF inh: human MITF inhibition, primary screen. O75030. AlphaScreen MITF homodimerization, bead proximity signal. inhibition, % at 2.6 µM. 650,000 compounds, 0.91% hits; in the data active = inhibition above about 50%;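 also: 0% = vehicle wells with protein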
# Target sequence (O75030 whole entry, looked up): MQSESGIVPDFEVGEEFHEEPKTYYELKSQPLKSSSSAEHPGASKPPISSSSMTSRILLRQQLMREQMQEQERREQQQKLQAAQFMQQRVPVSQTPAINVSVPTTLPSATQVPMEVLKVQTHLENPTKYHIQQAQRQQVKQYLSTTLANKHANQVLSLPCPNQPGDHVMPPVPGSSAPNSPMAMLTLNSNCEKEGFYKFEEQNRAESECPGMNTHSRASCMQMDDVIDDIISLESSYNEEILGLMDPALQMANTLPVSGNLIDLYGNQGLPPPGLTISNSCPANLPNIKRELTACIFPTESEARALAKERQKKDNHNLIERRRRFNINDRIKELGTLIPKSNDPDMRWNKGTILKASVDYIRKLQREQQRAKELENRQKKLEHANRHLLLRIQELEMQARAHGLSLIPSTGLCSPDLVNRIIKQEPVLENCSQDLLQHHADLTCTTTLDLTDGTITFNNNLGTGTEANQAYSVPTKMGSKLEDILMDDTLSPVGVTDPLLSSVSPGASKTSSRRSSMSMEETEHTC
# TEAD-YAP block: TEAD-YAP interaction inhibition; HEK-TIYL cells, TEAD-Gal4/YAP UAS-luciferase luminescence; inhibition, % at 9.12 µM; 640,000 compounds, 1.4% hits; in the data active = inhibition above about 32%;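 also: 0% = median of test compound wells and 100% = reference inhibitor wells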
# GPR151 activ: activates the human receptor GPR151. Q8TDV0. 650,000 compounds, 1% hits. PathHunter beta-arrestin GPR151 cells, luminescence. activation, % at 11.2 µM. AID 1508602; in the data active = activation above about 4.9%;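 also: 0% = median of compound wells and 100% = cells with positive control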
# Target sequence (Q8TDV0 whole entry, looked up): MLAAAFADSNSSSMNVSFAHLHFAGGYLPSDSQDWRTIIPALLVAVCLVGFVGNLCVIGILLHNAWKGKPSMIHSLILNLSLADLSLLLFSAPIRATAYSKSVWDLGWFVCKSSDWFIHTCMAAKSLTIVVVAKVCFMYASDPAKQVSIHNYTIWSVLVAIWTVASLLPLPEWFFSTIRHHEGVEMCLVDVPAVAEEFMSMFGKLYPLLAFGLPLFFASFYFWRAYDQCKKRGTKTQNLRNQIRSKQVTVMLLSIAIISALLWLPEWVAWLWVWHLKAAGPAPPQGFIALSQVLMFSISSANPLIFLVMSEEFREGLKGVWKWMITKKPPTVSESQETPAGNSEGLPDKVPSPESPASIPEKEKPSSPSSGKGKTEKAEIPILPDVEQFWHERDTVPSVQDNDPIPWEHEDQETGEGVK
# FBW7 act: human FBW7 E3 ligase activation, primary screen; AlphaScreen FBW7–phospho-cyclin E peptide binding, activator screen; Q969H0; 650,000 compounds, 0.13% hits; normalized activity (activation), % at 26.1 µM; in the data active = normalized activity above about 1.9%;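 also: purified mutant Fbw7 with reduced substrate affinity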
# Starred values were filed as active, the others as inactive.
SMILES,MITF inh,TEAD-YAP block,GPR151 activ,FBW7 act
Cc1cc(C)cc(C(=O)OCC(=O)N2CCCC2)c1,3,-9,-0.2,0.3
Cc1ccc(Cn2c(C)c(C=O)c(C(=O)O)c2C)cc1,13,2,2.4,0.1
CCCCNC(=O)CSc1nc2cc3c(cc2c(=O)n1CCC(=O)N1CCN(c2ccccc2)CC1)OCO3,4,-10,0.6,-0.1
O=S(=O)(c1cc(Br)ccc1Br)N1CCNCC1,-7,-3,0.6,0.2
C#CCOc1cccc(C2C3=C(CC(C)(C)CC3=O)N(CC)C3=C2C(=O)CC(C)(C)C3)c1,-3,-3,0.4,-0.1
Cc1sc(N/N=C/c2ccccc2)nc1-c1ccccc1,5,2,-0.8,0.1
O=[N+]([O-])c1cc2c(cc1CN1CCN(c3ccccc3)CC1)OCO2,2,-4,1.7,-0.2
COc1cc2nc(NC(=O)c3ccccc3C)sc2cc1OC,-6,-25,-1.8,-0.1
COc1ccc(/C=c2\sc3nc(-c4ccccc4OC)nn3c2=O)c(OC)c1,10,16,-0.6,0.4
COCC(C)NC(=O)c1cc([N+](=O)[O-])ccc1Cl (centres undefined),5,5,0.0,0.0
FC(F)(F)c1cccc(N=c2oc3ccc4ccccc4c3cc2-c2nc3ccccc3[nH]2)c1,13,-2,1.3,0.1
C[C@@H](c1ccccc1)n1c(=O)[nH]c2nc(-c3ccc(N4CCOCC4)cc3)cnc21,-5,0,-0.9,0.0
Cc1ccccc1/C=C1\N=C(c2cc(F)c(F)cc2Cl)OC1=O,12,-24,0.9,0.0
O=C1/C(=C/c2ccc(Cl)cc2)N=C2CCCCCN12,12,-43,-0.2,0.1
COc1ccc(C2C(C(=O)Nc3ccc(C)cn3)=C(C)NC3=C2C(=O)CC(C)(C)C3)cc1 (centres undefined),-8,5,1.5,-0.1
FC(F)(F)c1ccc(Cn2cnc3c(Nc4ccccc4)nc(N4CCOCC4)nc32)cc1,6,-3,1.7,0.0
COc1ccc(Br)cc1CNC(=O)Cn1c(=O)oc2ccccc21,-6,9,3.6,0.2
O=c1[nH]c(CSc2nnc(NCc3ccccc3)s2)nc2ccccc12,0,0,-0.2,-0.1
COC(F)(C(=O)Nc1nc(-c2ccc(C)cc2)cs1)C(F)(F)F (centres undefined),19,0,2.2,0.3
CCC(=O)N/N=C/c1ncccc1Oc1nc(OC)cc(OC)n1,6,-2,0.1,0.0
Cc1ccc(N(Cc2ccc(N)cc2)C(=O)c2cccnc2)cc1,2,-16,0.2,-0.3
O=C(CSc1nnc(-c2ccco2)o1)Nc1cccc([N+](=O)[O-])c1,5,13,1.2,0.6
NC(=O)CSc1cn(CCNC(=O)c2ccc(Cl)cc2Cl)c2ccccc12,-5,-14,-0.6,-0.1
CCOC(=O)COc1ccc(S(=O)(=O)NCc2ccc(Cl)cc2)cc1,-9,2,1.7,0.0
Cn1c(=O)c2c(nc(N3CCN(CCO)CC3)n2Cc2ccc(Cl)cc2)n(C)c1=O,1,10,1.6,0.0
SMILES,MITF inh,TEAD-YAP block,GPR151 activ,FBW7 act
CN1CCCC1=Nc1ccccc1C#N,-5,-8,1.4,0.0
COC(=O)c1ccc(CN2CCC(NCc3ccco3)CC2)cc1,1,-2,-1.8,0.1
COc1ccc2nc(N3CCC(NCC4OCCc5ccccc54)CC3)nc(C)c2c1 (centres undefined),-26,-15,-1.7,0.1
c1ccc(-n2nnnc2SCc2ccc3c(c2)OCO3)cc1,3,-4,-0.8,0.0
CCC(=O)Nc1nc2ccccc2n1Cc1ccccc1,5,10,-0.7,-0.1
CC(=O)C(Cc1ccccc1)NC(=O)CN(C)Cc1ccc(C(F)(F)F)cc1 (centres undefined),-1,17,-0.4,0.3
CCN(CC)c1ccc(/C=N/NC(=O)c2cccnc2)c(O)c1,28,70*,-0.9,-0.1
COc1ccccc1-c1nc2s/c(=C\c3ccc(OC(C)=O)cc3)c(=O)n2n1,-2,-8,0.2,0.0
COCCCNC(=O)CN(c1ccc(C)cc1)S(=O)(=O)c1ccc(OC)cc1,4,1,-0.2,0.1
CCCOC(=O)C1=C(C)NC2=C(C(=O)CC(C)(C)C2)C1c1cc(Br)c(O)c(OC)c1 (centres undefined),-4,4,-0.2,-0.1
CCC(C)c1c(O)nc(SCC(=O)NCC2CCCO2)[nH]c1=O (centres undefined),10,9,-0.3,0.0
COc1ccc(N2CCN(c3ncnc4c3c(-c3ccccc3)cn4-c3ccc(C)cc3)CC2)cc1,6,13,-2.7,0.1
CC(=O)Nc1ccc2oc(-c3ccncc3)nc2c1,1,-23,5.1*,0.0
CCOC(=O)c1c(NC(=O)CSc2nnnn2-c2ccccc2F)sc(C)c1C,0,4,0.7,-0.1
O=C1NC(=Nc2ccc(O)cc2)S/C1=C\c1ccccc1F,-13,43*,1.4,0.0
Cc1ccc(C(=O)NC(=S)Nc2cc(-c3nc4ncccc4o3)ccc2C)cc1,0,1,0.3,0.0
O=C(CC(=O)Nc1ccc(Cl)c(Cl)c1)N/N=C/c1ccc([N+](=O)[O-])cc1,22,4,-0.9,0.8
COc1ccccc1NC(=O)CSc1nnnn1-c1ccc(C(C)=O)cc1,-9,-12,0.7,-0.1
COC(=O)c1ccccc1NC(=O)Nc1ccc(Br)cn1,-11,-9,0.3,0.0
Cc1cc(C)n(CC(=O)N2CCc3c([nH]c4ccccc34)C2c2ccccn2)n1 (centres undefined),5,4,-1.4,-0.1
Cc1cccc(NC(=O)CN2CCCCC2)c1,-11,-4,-0.2,-0.1
O=C(O)C1C2CCC(C2)C1C(=O)NCc1ccccn1 (centres undefined),-6,-4,1.5,-0.1
CCCOc1ccc(Oc2nc(N3CCOCC3)nc(N3CCOCC3)n2)nn1,24,-7,0.2,1.0
CC(C)c1ccc(C(=O)NCc2ccncc2)cc1,9,2,-0.2,-0.1
CC(=O)Cc1ccc(-c2ccccc2)cc1,-2,-3,-0.9,0.0

# Full records from above. Order of screens: MITF inh	TEAD-YAP block	GPR151 activ	FBW7 act
# Cc1ccc(C(=O)NC(=S)Nc2cc(-c3nc4ncccc4o3)ccc2C)cc1 across the screens: 0	1	0.3	0.0
# COc1ccccc1-c1nc2s/c(=C\c3ccc(OC(C)=O)cc3)c(=O)n2n1 across the screens: -2	-8	0.2	0.0

# 4 compounds out of the list, ordered by number of heavy atoms, low to high.
SMILES,MITF inh,TEAD-YAP block,GPR151 activ,FBW7 act
CN1CCCC1=Nc1ccccc1C#N,-5,-8,1.4,0.0
Cc1cccc(NC(=O)CN2CCCCC2)c1,-11,-4,-0.2,-0.1
COC(=O)c1ccc(CN2CCC(NCc3ccco3)CC2)cc1,1,-2,-1.8,0.1
CCOC(=O)c1c(NC(=O)CSc2nnnn2-c2ccccc2F)sc(C)c1C,0,4,0.7,-0.1

# Further results follow.
SMILES,MITF inh,TEAD-YAP block,GPR151 activ,FBW7 act
O=c1ccc2ccc(Oc3ccc(S(=O)(=O)N4CCCCC4)cc3[N+](=O)[O-])cc2o1,-1,-4,0.0,-0.1
Cc1ccc(S(=O)(=O)NC(=O)N2CCN(c3nc(C)cc(C)n3)CC2)cc1,-12,-2,0.7,0.2
Cc1c(Cl)cccc1-c1ccc(C(=O)Nc2cccc3nsnc23)o1,26,-3,-1.4,0.6
Cc1nc2ccccc2nc1CSc1nnc2ccccn12,0,-8,0.1,-0.2
O=C1C2C3C=CC(C3=C3CCCCC3)C2C(=O)N1c1ccc(Cl)c(Cl)c1 (centres undefined),4,3,-1.7,0.0
COc1cc(N2CCCC2)c(OC)cc1CN1CCc2c(nc(C)[nH]c2=O)C1,37,3,0.5,0.1
Cc1c(NC(=O)COc2ccc3oc4c(c3c2)CCCC4)c(=O)n(-c2ccccc2)n1C,6,6,-1.0,0.0
O=C(c1cccc(-n2c(=S)[nH]c3cc(Cl)ccc3c2=O)c1)N1CCN(C(=O)c2ccco2)CC1,-3,7,2.2,0.1
CC(C)C(NS(C)(=O)=O)c1nnc2n1CCN(Cc1ccc(F)cc1F)CC2 (centres undefined),-11,-5,0.3,-0.1
CCOC(=O)C1=C(C)N=c2s/c(=C/c3c[nH]c4ccccc34)c(=O)n2C1c1ccc(C(C)C)cc1 (centres undefined),-6,6,1.2,-0.1
O=C(Cn1cnc2sc3c(c2c1=O)CCCC3)NCc1ccccn1,11,8,0.6,-0.1
CCOC(=O)c1c(NC(=O)CSc2nnc(CNC(=O)c3c(F)cccc3Cl)n2-c2ccc([N+](=O)[O-])cc2)sc2c1CCC2,-3,-5,0.9,-0.1
O=C(Cn1cc([N+](=O)[O-])ccc1=O)Nc1cccc(C(F)(F)F)c1,3,-8,-0.9,-0.1
O=C(CSc1nc2ccccc2o1)Nc1cccn2cc(-c3ccccc3)nc12,19,-8,-1.0,0.3
CCNC(=O)N1CCN(c2nccnc2NS(=O)(=O)Cc2cccc(Cl)c2)CC1,-15,-3,1.0,-0.7
O=c1[nH]cnc2scc(-c3ccsc3)c12,0,1,0.9,0.0
O=C(c1cc(-c2ccccc2O)no1)N1CCN(c2cccc(Cl)c2)CC1,5,1,3.3,-0.3
COc1ccc2oc(=O)c(-c3csc(N/N=C/c4ccccc4O)n3)cc2c1,-6,-6,-0.1,0.5
COc1ccc(CCc2nnc(CCC(=O)NCCC3=CCCCC3)o2)cc1,2,-23,-0.1,-0.1
CCCCN(C)CCN1C(=O)C2C(C(=O)Nc3ccc(C(C)C)cc3)C3C=CC2(O3)C1C(=O)NC1CCCC(C)C1C (centres undefined),-16,2,-1.6,0.2
CCC(Sc1nc2n[nH]c(C)c2c(=N)n1-c1cccc(Cl)c1)C(=O)N1CCOCC1 (centres undefined),4,-21,-1.3,0.0
O=C(Cc1ccccc1F)N1CCC(c2[nH]ncc2-c2ccncc2)CC1,14,12,-0.3,-0.1
CCOc1c(Br)cc(/C=N/N=C2\NC(=O)C(CC(=O)O)S2)cc1OC (centres undefined),11,-14,-0.2,0.3
Cc1ccc(NC2=NCC(=O)N2C2CCCC2)cc1,0,56*,-5.6,-0.1
Cc1cc(Cl)ccc1NC(=O)N[C@H]1C[C@H]2C(=O)N[C@H](C)C(=O)N2C1,-8,1,-0.5,-0.1

# Molecules from the list above containing a nitro group on carbon, in the order listed:
SMILES,MITF inh,TEAD-YAP block,GPR151 activ,FBW7 act
O=[N+]([O-])c1cc2c(cc1CN1CCN(c3ccccc3)CC1)OCO2,2,-4,1.7,-0.2
COCC(C)NC(=O)c1cc([N+](=O)[O-])ccc1Cl (centres undefined),5,5,0.0,0.0
O=C(CSc1nnc(-c2ccco2)o1)Nc1cccc([N+](=O)[O-])c1,5,13,1.2,0.6
O=C(CC(=O)Nc1ccc(Cl)c(Cl)c1)N/N=C/c1ccc([N+](=O)[O-])cc1,22,4,-0.9,0.8
O=c1ccc2ccc(Oc3ccc(S(=O)(=O)N4CCCCC4)cc3[N+](=O)[O-])cc2o1,-1,-4,0.0,-0.1
CCOC(=O)c1c(NC(=O)CSc2nnc(CNC(=O)c3c(F)cccc3Cl)n2-c2ccc([N+](=O)[O-])cc2)sc2c1CCC2,-3,-5,0.9,-0.1
O=C(Cn1cc([N+](=O)[O-])ccc1=O)Nc1cccc(C(F)(F)F)c1,3,-8,-0.9,-0.1

# Next results follow:
SMILES,MITF inh,TEAD-YAP block,GPR151 activ,FBW7 act
Cc1c(Cl)cccc1NC(=S)N(Cc1cccs1)C1CCCC1,-2,13,-0.9,0.5
CCOc1ccc(NC(=O)c2ccc(C(C)(C)C)cc2)c([N+](=O)[O-])c1,15,-1,-1.3,0.0
CCCS(=O)(=O)N1CCCC(C(=O)NCCCN2CCCC2=O)C1 (centres undefined),5,0,-1.5,0.0
N#CCC(=O)NCc1ccc(F)cc1,-12,9,0.1,-0.1
CCN1CCN(CCC(=O)Nc2ccc(F)c(F)c2)CC1,10,4,0.5,-0.2
Cc1cnc(CN2CCOc3ccc(CN4CCC(OCc5ccccc5)CC4)cc3C2)[nH]1,-1,2,0.5,0.1
Cc1cc(N2CCCCCC2)n2c(nc3ccccc32)c1C#N,-6,10,1.4,0.0

# High-throughput results: PubChem BioAssay, The Scripps Research Institute Molecular Screening Center
